# Platelet DG rel = inhibitors of platelet dense granule secretion, primary screen, cell-based, MLPCN, human platelets. human platelet-rich plasma, SFLLRN dense granule ATP release, luminescence. 0.22% of 300,000 active. inhibition, %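 (compounds screened at 7.5 µM in platelet-rich plasma)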. AID 1663, 2009;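 active means mean replicate score, as percent of positive control, at or above 50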
# KCNK3 inh = human KCNK3 channel inhibitors, primary screen, CHO cells, FluxOR thallium flux, B-score; Potassium channel subfamily K member 3 (Homo sapiens), O14649; FluxOR fluorescence; stronger effect = lower value; B-score at 10 µM; 0.84% of 340,000 active;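 active means B-score under library mean minus 4 SD, starting fluorescence ratio at most library mean plus 5 SD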;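 further: more negative B-score means stronger inhibition of thallium flux through KCNK3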
# Target sequence (O14649 whole entry, looked up): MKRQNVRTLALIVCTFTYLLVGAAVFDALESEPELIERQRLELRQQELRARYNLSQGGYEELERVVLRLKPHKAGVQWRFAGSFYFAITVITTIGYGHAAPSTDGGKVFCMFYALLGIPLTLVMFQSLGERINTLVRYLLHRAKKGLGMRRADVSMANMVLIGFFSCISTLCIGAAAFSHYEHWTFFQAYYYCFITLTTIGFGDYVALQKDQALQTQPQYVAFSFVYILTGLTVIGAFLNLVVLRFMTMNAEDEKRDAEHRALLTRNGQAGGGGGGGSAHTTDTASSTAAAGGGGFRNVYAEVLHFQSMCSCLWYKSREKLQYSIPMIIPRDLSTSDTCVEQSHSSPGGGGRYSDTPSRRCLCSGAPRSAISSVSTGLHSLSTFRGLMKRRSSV
# Dyrk1A ADPGlo = rat Dyrk1A kinase inhibitors, primary screen, biochemical, single point, plate reader | Dual specificity tyrosine-phosphorylation-regulated kinase 1A (Rattus norvegicus), Q63470 | inhibition, % at 12.5 µM | 0.43% of 310,000 active | ADP-Glo luminescence, NFATc1 peptide | AID 504441, 2011; in the data active means inhibition above about 50%;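 further: plate controls were vehicle with enzyme for no effect and no enzyme for full effect; many of its hits are not listed in these tables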
# PolyA inh = polyadenylation inhibitors in yeast reporter cells, primary screen, luminescence, S. cerevisiae. S. cerevisiae SKY197-pL101 polyadenylation reporter, beta-gal luminescence; efflux-impaired pdr1/pdr3 knockout yeast; score 100 = 6 SD above DMSO. calls only at 12 µM. 0.02% of 300,000 active;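 active means lowest replicate activity score at least 50, where 100 means six control SD above control mean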;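 further: yeast exposed to compound for 9 h at 30 °C; higher score means more reporter readthrough which indicates perturbed polyadenylation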
# The depositor's hits bear a star; i = inactive; · = not tested or not shown. Not all compounds are listed. The share of hits here may be higher or lower than overall.
nr	Molecule	Dyrk1A ADPGlo	KCNK3 inh	PolyA inh	Platelet DG rel
1	ClC(Cl)=C(c1ccc(Cl)cc1)c1ccc(Cl)cc1	-3	i	·	·
2	CNC(=O)Oc1cccc2c1OC(C)(C)O2	-2	i	·	·
3	COC(=O)C1=C(c2cccc(C#N)c2)C[C@@H]2CC[C@H]1N2C(=O)NCc1cccc2ccccc12	10	i	·	·
4	CC1=C(N2CC2)C(=O)C(CO)=C(N2CC2)C1=O	3	i	·	·
5	COP(=S)(OC)Oc1ccc(SC)c(C)c1	-5	i	·	·
6	CN1CC[C@]23c4c5ccc(O)c4OC2[C@H](O)C=CC3[C@H]1C5 (stereo partly specified)	4	i	·	·
7	CN1CCC2(CC1)c1ccccc1-c1ccccc12	14	i	·	·
8	COC(=O)C1=C(c2ccc(F)cc2OCc2ccccc2)C[C@@H]2CC[C@H]1N2C(=O)N1CCCC1	5	i	·	·

# Continued:
nr	Molecule	Dyrk1A ADPGlo	KCNK3 inh	PolyA inh	Platelet DG rel
9	COC(=O)C1=C(c2ccc(F)cc2OCc2ccccc2)C[C@@H]2CC[C@H]1N2C(=O)NCCO	-7	i	·	·
10	COC(=O)C1=C(c2ccc(OC(F)(F)F)cc2)C[C@@H]2CC[C@H]1N2C(=O)N1CCCCC1	3	i	·	·
11	CCN(CC(=O)Nc1ccc(NC(C)=O)cc1)C(=O)CSC(c1ccccc1)c1ccccc1	3	i	·	·
12	COC(=O)C1=C(c2ccc(C(C)=O)cc2)C[C@@H]2CC[C@H]1N2C(=O)NCc1ccc(C(F)(F)F)cc1	1	i	·	·
13	O=[N+]([O-])c1ccc2c(c1)Cc1cc(O)ccc1-2	13	i	·	·
14	COC(=O)C1=C(c2ccc(F)cc2OCc2ccccc2)C[C@@H]2CC[C@H]1N2C(=O)N1CCOCC1	5	i	·	·
15	Cc1cc(N(CCCl)CCCl)ccc1C=NNC(=O)c1cccnc1	8	i	·	·
16	Cc1ccccc1NC(=O)COC(=O)c1cc(C)n(C2CC2)c1C	-2	i	·	·

# Record cards, from the list above. Order of values: Dyrk1A ADPGlo, KCNK3 inh, PolyA inh, Platelet DG rel
# Record of Cc1cc(N(CCCl)CCCl)ccc1C=NNC(=O)c1cccnc1 → 8, i, ·, ·
# Record of COC(=O)C1=C(c2ccc(F)cc2OCc2ccccc2)C[C@@H]2CC[C@H]1N2C(=O)NCCO → -7, i, ·, ·
# Record of O=[N+]([O-])c1ccc2c(c1)Cc1cc(O)ccc1-2 → 13, i, ·, ·
# Record of Cc1ccccc1NC(=O)COC(=O)c1cc(C)n(C2CC2)c1C → -2, i, ·, ·
# Record of COC(=O)C1=C(c2ccc(C(C)=O)cc2)C[C@@H]2CC[C@H]1N2C(=O)NCc1ccc(C(F)(F)F)cc1 → 1, i, ·, ·

# Additional results
nr	Molecule	Dyrk1A ADPGlo	KCNK3 inh	PolyA inh	Platelet DG rel
17	COC(=O)C1=C(c2cccc(C#N)c2)C[C@@H]2CC[C@H]1N2C(=O)NCc1cc(C)oc1C(F)(F)F	-1	i	·	·
18	NC1CCc2cc(O)c(O)cc2C1 (stereo unspecified)	9	i	·	·
19	CC(Cc1ccccc1)N(C)CC1C(=O)C2CCC1C2 (stereo unspecified)	2	i	·	·
20	COc1cc(OC)c(OC)cc1C=O	-1	i	·	·
21	C[N+](C)(C)CCOC(=O)CBr	-6	i	·	·
22	CC(=O)C1CCC2C3CCC4CC(O)CCC4(C)C3C(O)CC12C (stereo unspecified)	-4	i	·	·
23	COc1ccccc1NC(=O)COC(=O)c1cc(C)n(C2CC2)c1C	-2	i	·	·
24	COC(=O)C1=C(c2cccc(OCc3ccccc3)c2)C[C@@H]2CC[C@H]1N2C(=O)NC1CCN(Cc2ccccc2)CC1	8	i	·	·

# The listing continues.
nr	Molecule	Dyrk1A ADPGlo	KCNK3 inh	PolyA inh	Platelet DG rel
25	CN(C)Cc1c[nH]c2cc([N+](=O)[O-])ccc12	6	i	·	·
26	COC(=O)C1=C(c2c(C)noc2C)C[C@@H]2CC[C@H]1N2C(=O)NCc1ccc2c(c1)OCO2	2	i	·	·
27	O=C(COc1ccc(Br)cc1)N1CCN(Cc2ccncc2)CC1	2	i	·	·
28	CCCNC(=O)N1[C@H]2CC[C@@H]1C(C(=O)OC)=C(c1ccc3ccccc3c1)C2	7	i	·	·
29	Cc1c(NS(=O)(=O)c2ccccc2)ccc([N+](=O)[O-])c1Cl	-1	i	·	·
30	C[C@]12CC[C@H](O)CC1=CCC1C2CC[C@@]2(C)C1CC[C@@H]2OCc1ccccc1 (stereo partly specified)	0	i	·	·
31	CN1C2CCC1/C(=C/c1ccccn1)C(=O)/C2=C\c1ccccn1	10	i	·	·
32	O=[N+]([O-])c1c(Cl)c(Cl)c(Cl)c(Cl)c1Cl	3	i	·	·

# More results:
nr	Molecule	Dyrk1A ADPGlo	KCNK3 inh	PolyA inh	Platelet DG rel
33	COC(=O)C1=C(c2cccc(OC)c2OC)C[C@@H]2CC[C@H]1N2C	2	i	·	·
34	COC(=O)C1=C(c2ccc(F)cc2OCc2ccccc2)C[C@@H]2CC[C@H]1N2C(=O)NCc1ccc(N(C)C)cc1	8	i	·	·
35	CC(=O)OC1CCC2(C)C(CC(=O)C3C2CCC2(C)C(OC(C)=O)CCC32)C1 (stereo unspecified)	9	i	·	·
36	CC12Cc3cnoc3C=C1CCC1C2CCC2(C)C1CCC2(C)O (stereo unspecified)	0	i	·	·
37	C[C@]12CCC3C(C(=O)C[C@H]4C[C@@H](O)CC[C@]34C)C1CCC2=O (stereo partly specified)	-6	i	·	·
38	COc1ccc(C(CC(=O)N2CCC3(CC2)OCCO3)NS(=O)(=O)c2ccc(F)cc2)cc1 (stereo unspecified)	-1	i	i	-4
39	COc1ccc(Nc2ncc(C(=O)N3CCC4(CC3)OCCO4)c3ccccc23)cc1	-3	i	i	-1
40	COc1ccc(OC(=O)N(C)C)c(CN(C)C)c1	6	i	i	7

# An excerpt of these results, as labelled records.
[34] COC(=O)C1=C(c2ccc(F)cc2OCc2ccccc2)C[C@@H]2CC[C@H]1N2C(=O)NCc1ccc(N(C)C)cc1
  Dyrk1A ADPGlo: 8	KCNK3 inh: i	PolyA inh: ·	Platelet DG rel: ·

[35] CC(=O)OC1CCC2(C)C(CC(=O)C3C2CCC2(C)C(OC(C)=O)CCC32)C1 (stereo unspecified)
  Dyrk1A ADPGlo: 9	KCNK3 inh: i	PolyA inh: ·	Platelet DG rel: ·

[36] CC12Cc3cnoc3C=C1CCC1C2CCC2(C)C1CCC2(C)O (stereo unspecified)
  Dyrk1A ADPGlo: 0	KCNK3 inh: i	PolyA inh: ·	Platelet DG rel: ·

# Compound activity: PubChem BioAssay, several laboratories
